# aSyn yeast rescue – qHTS of alpha-syn Inhibitors: NCGC Sytravon Library Screen; S. cerevisiae alpha-synuclein toxicity rescue, BacTiter-Glo growth, 24 h; Potency, µM (titrated, usually from 46.1 µM), without a hit: at the highest dose growth rescue (activation), usual class: activators; 94,000 tested, 0.02% active; AID 1347070, 2019; active = well fitted activation curve with a large enough effect; inconclusive = small, poorly fitted or top-dose-only effect; also: 0% is about no effect
#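 Growth restoration measured by BacTiter-Glo luminescence after 24 hr at 30 deg C; alpha-synuclein yeast, raffinose-pregrown to mid-log, were added at OD600=0.02 in galactose medium onto pinned compounds.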
# * hit, by the source's call; ? = inconclusive. Potency is read from the fitted curve at half-maximal effect.
SMILES,aSyn yeast rescue
CCOc1ccc(NC(=O)CSc2nnc(Cn3cnc([N+](=O)[O-])n3)n2C)cc1,-6%
CCC(C)(C)NC(=O)c1cccc(NC(=O)C(C)C)c1,-4%
O=C(CCNS(=O)(=O)c1ccc(Cl)cc1)NCCc1ccccc1,2%
Cc1ccc(C(=O)Nc2cccnc2Oc2ccc(Cl)cc2)cc1,14%
COc1ccc(NC(=O)c2cc3c(=O)n(C)c4cc(Cl)ccc4c3s2)cc1Cl,-10%
Cc1cc(C)cc(OCC(=O)Nc2nc(-c3ccc(F)cc3)ns2)c1,-2%
CC(C)c1ccc(C2=CC(c3cccc(Cl)c3)n3ncnc3N2)cc1 (stereo unspecified),3%
CCc1nc2ccccc2n2c(-c3ccccc3)c3c(=O)n(C)c(=O)n(C)c3c12,-11%
CCOC(=O)c1ccccc1NC(=O)N1CC(C)Oc2ccc(C)cc21 (stereo unspecified),5%
O=C(c1ccc(F)cc1)C1CCN(Cc2ccccc2F)CC1,6%
COc1ccc(N2CCN(C(=O)CCc3ccc(S(=O)(=O)NC(C)(C)C)cc3)CC2)cc1,1%
C[C@H](CO)N1C[C@H](C)[C@@H](CN(C)C(=O)Nc2ccccc2F)Oc2cc(Br)ccc2S1(=O)=O,-5%
COc1cccc(-c2nc(CS(=O)(=O)CC(=O)NCCCc3ccccc3)c(C)o2)c1,-8%
CCCCn1c(-c2ccc(OC(F)F)cc2)nc2c1c(=O)[nH]c(=O)n2CC(C)C,-3%
COCc1cc(C)nc2sc3c(c12)NC(c1ccccc1C(=O)O)N(c1cccc(C(F)(F)F)c1)C3=O (stereo unspecified),-15%
CC(C)(C)C1CCc2c(sc(NC(=O)c3cccc(Cl)c3)c2C(N)=O)C1 (stereo unspecified),-14%
C/C=C/c1ccc2c(c1)O[C@H](CN(C)CC1CCOCC1)[C@@H](C)CN([C@H](C)CO)S2(=O)=O,4%
C/C(=N\NC(=O)c1ccc(OC2OCCOC2Oc2ccc(C(=O)N/N=C(\C)c3ccncc3)cc2)cc1)c1ccncc1 (stereo unspecified),-1%
CCOc1ccc2nc(N3CCCC(C(=O)NCCc4ccc(C)cc4)C3)sc2c1 (stereo unspecified),-3%
CCc1nnc(SCc2ccc(OC)cc2)c2cc3sc(C)cc3n12,9%
NC(=O)c1ccsc1NC(=O)COC(=O)c1ccc(Cl)c(N)c1,-2%
CCCCn1cnc2cc(NC(=O)c3cc(OC)c(OC)c(OC)c3)ccc21,-3%
COc1cc(SC)ccc1C(=O)Nc1ccc(S(=O)(=O)Nc2nccc(C)n2)cc1,4%
CCCc1nc(SCC(=O)Nc2nccs2)c2ccccc2n1,0%
Cc1oc(-c2ccccc2F)nc1CS(=O)(=O)CC(=O)N1CCN(c2ccc(Cl)cc2)CC1,14%

# Additional records:
SMILES,aSyn yeast rescue
COc1ccc(C(=O)Nc2ccc(-c3cc4ccccc4oc3=O)c(C)c2)cc1OC,-15%
Cc1cc(C)cc(N(CC(=O)NCCc2ccc(Cl)cc2)S(=O)(=O)c2c(C)noc2C)c1,-5%
COc1ccc(C(=O)C=Cc2ccc3c(c2)OCO3)cc1OC,6%
CCCNC(=O)C1CCN(S(=O)(=O)c2ccc3c(c2)CCCN3C(C)=O)CC1,-7%
CC(=O)N1CCc2c(sc3c2c(=O)n(-c2cc(Cl)ccc2C)c(=O)n3Cc2ccccc2F)C1,8%
CCOc1ccc(C(=O)c2oc3ccccc3c2NC(=O)Cc2coc3ccc(CC)cc23)cc1,-8%
COc1ccccc1CCNC(=O)Cc1c(C)c2c(O)cc(C)cc2oc1=O,-3%
CSc1cccc(NC(=O)C(c2ccccc2)N2Cc3ccccc3C2=O)c1 (stereo unspecified),18%
COc1ccc(C2C(C(=O)Nc3cccnc3)=C(C)Nc3nc(-c4ccccc4)nn32)cc1OC (stereo unspecified),3%
CCc1ccc(-n2nc(C)c3c(C(=O)N4CCN(c5ccccc5)CC4)cc(C)nc32)cc1,24%
Cc1ccc2cc(CN(CC3CCCO3)C(=S)NCc3ccco3)c(=O)[nH]c2c1C (stereo unspecified),15%
N#CC1(NC(=O)COC(=O)c2cccc(-n3cnnn3)c2)CCCCC1,-4%
CCN(CC(=O)Nc1ccc(Br)cc1)CC(=O)Nc1cc(C)on1,1%
O=C(NCc1ccccc1)c1nc(S(=O)(=O)Cc2ccccc2)ncc1Cl,22%
CCOc1ccccc1NC(=O)CN(c1ccc(OC)c(OC)c1)S(=O)(=O)c1ccc(C)cc1,11%
Cn1c(=O)oc2cc(S(=O)(=O)N3CCC(C(=O)Nc4ccc(F)c(Cl)c4)CC3)ccc21,-3%
Cc1ccccc1C(=O)OCn1nnc2ccccc2c1=O,6%
CCn1c(C(=O)N2CCC(C(=O)NCc3ccc4c(c3)OCO4)CC2)cc2sccc21,7%
CCCC(=O)N(Cc1cc2cc(OC)ccc2[nH]c1=O)c1ccccc1OC,1%
CC(C)CN(CCNC(=O)CN1C(=O)CSc2ccc(S(=O)(=O)N3CCOCC3)cc21)CC(C)C,1%
CC1(C)N=C(SCc2ccccc2Cl)c2ccccc2N1,-17%
Cc1ccc([N+](=O)[O-])cc1NC(=O)CN(c1ccccc1)S(=O)(=O)N(C)C,3%
COc1ccc(S(=O)(=O)N2CCN(Cc3ccc4c(c3)OCO4)CC2)cc1OC,-2%
CCOC(=O)c1noc2nc(C)n(CC(=O)Nc3ccc(Br)cc3C)c(=O)c12,-10%
Cc1ccc(C)c(N2CCN(C(=O)C3CCCN(S(=O)(=O)c4cccc5nsnc45)C3)CC2)c1 (stereo unspecified),-8%

# Continuation.
SMILES,aSyn yeast rescue
COc1ccccc1CNC(=O)C1CCN(S(=O)(=O)Cc2ccccc2)CC1,-6%
Cc1ccc2c(c1)c(=O)c1ccccc1n2CCCC(=O)Nc1ccc(F)cc1F,-2%
COC(=O)[C@@H](NC(=O)NCCC1=CCCCC1)C(C)C,-3%
CCOc1ccc(NC(=O)C2CCN(S(=O)(=O)c3c(C)noc3/C=C/c3ccco3)CC2)cc1,-2%
Cc1ccc(COC(=O)CCCN=C2NS(=O)(=O)c3ccccc32)cc1,-2%
COc1ccc(NC(=O)C[C@H]2C(=O)N(Cc3ccccc3)C[C@@H]2Cc2ccccc2)cc1,11%
CCOc1ccc(C(=O)NCC(=O)OCc2c(C)noc2C)cc1,6%
Cc1ccc(-c2nc(-c3nccc4ccccc34)oc2-c2ccccc2)cc1,-3%
O=C(Nc1cccc(C(F)(F)F)c1)c1cccc(C(=O)Nc2cccc(C(F)(F)F)c2)c1,-2%
CN1CCN(c2ccncc2S(=O)(=O)N2CCCC2)CC1,1%
CCOC(=O)c1c(C)oc2nc(C)nc(NCc3ccc(F)cc3)c12,2%
O=C(NC1CCCC1)C(c1ccc(F)cc1)N(C(=O)c1csnn1)c1ccccc1 (stereo unspecified),1%
CN(Cc1ccc(Br)cc1)CC(O)COc1cccc(Br)c1 (stereo unspecified),10%
COc1ccc(OC)c(C2C(C(=O)c3ccco3)=C(O)C(=O)N2CC2CCCO2)c1 (stereo unspecified),7%
O=C(CCN1C(=O)/C(=C/c2cccs2)SC1=S)Nc1ccccc1O,6%
CCN1CCN(C(c2ccc(C)cc2)c2sc3nc(-c4ccco4)nn3c2O)CC1 (stereo unspecified),1%
CCOC(=O)C(C)Oc1cccc2c(=O)n(CC(=O)NCc3ccco3)ccc12 (stereo unspecified),7%
Cc1ccc(NC(=O)CN2C=NS(=O)(=O)c3ccccc32)c(C)c1,-4%
CN(CC(=O)Nc1cccc(F)c1)C(=O)c1ccccc1OCCOc1ccccc1,6%
Cc1ccc(C)c(N2CCN(C(=O)c3ccc(NC4=NC5CS(=O)(=O)CC5S4)cc3)CC2)c1 (stereo unspecified),-4%
Cc1cc(=O)n(Cc2ccc(Cl)cc2)c2c1c(C)nn2-c1ccccc1,-4%
COc1ccc(Br)cc1CNC(=O)CSc1cc(=O)n(C)c2ccccc12,-5%
O=C(Nc1ccc(C(=O)O)cc1)/C(=C\c1ccco1)NC(=O)c1ccc(Br)cc1,3%
O=S(=O)(NCCc1csc(-c2ccc(F)cc2)n1)c1ccc(F)cc1F,?
Cc1cc(C)c(OCC(=O)OCC(=O)N2c3ccccc3CC2C)c(C)c1 (stereo unspecified),19%

# (cont.)
SMILES,aSyn yeast rescue
Cc1ccc2nc(N3CCC(C(=O)N4CCN(c5cccc(C)c5C)CC4)CC3)[nH]c2c1,-4%
COc1ccc(-c2nc(CSCC(=O)NCc3ccc4c(c3)OCO4)c(C)o2)cc1,-3%
CCOC(=O)c1c(NC(=O)c2cc(Cl)ccc2Cl)sc2c1CCCC2,-4%
Cc1nn(C(=O)COc2ccc(Cl)cc2)c(C)c1Sc1ccccc1,-10%
Cc1ccc(Cn2cnc3nc4c(cc3c2=O)CC(C)CC4)cc1 (stereo unspecified),12%
Cc1ccc(N(CC(=O)Nc2cc(C)cc(C)c2)S(=O)(=O)c2cccc3nonc23)cc1,3%
COc1cc(OC)cc(-c2nc(-c3cccc(C)c3)no2)c1,-10%
Cc1cccc(N2CCN(C(=O)CS(=O)(=O)c3cccc4nsnc34)CC2C)c1 (stereo unspecified),0%
O=C(/C=C/c1ccccc1Cl)Nc1ccccc1,-16%
Cc1ccccc1CN1C[C@@H]2C[C@@H](c3cn[nH]c3-c3ccccc3)N3CCC[C@@]23C1=O,18%
COc1ccc(NC(=O)CCCn2c(=O)c3sccc3n(Cc3ccccc3)c2=O)cc1,3%
CCCCOC(=O)Nc1ccc(S(=O)(=O)Nc2ncccn2)cc1,6%
CC(NC(=O)CN(C)Cc1cccc(Cl)c1)c1ccccc1 (stereo unspecified),3%
CCc1cccc(C)c1NC(=O)CN1CCCN(Cc2ccc(C)cc2)S1(=O)=O,-2%
COc1ccccc1-c1noc(-c2ccc(N3CCOCC3)c([N+](=O)[O-])c2)n1,-11%
CCn1c(=O)c(C(=O)CN(C)Cc2ccc(F)cc2)c(N)n(Cc2ccccc2)c1=O,-1%
CN(Cc1ccccc1)C(=O)CCS(=O)(=O)c1cc(Br)cc2c1N(C(=O)C1CC1)CC2,0%
Cc1ccc(CNC(=O)Cn2ccn(-c3ccc(F)cc3)c(=O)c2=O)cc1,4%
CCCCN1C(=O)c2[nH]nc(-c3ccccc3O)c2C1c1ccc(OCc2ccccc2)cc1 (stereo unspecified),5%
Cc1ccc(Oc2c(C(F)(F)F)oc3c(CN4CCCCC4)c(O)ccc3c2=O)cc1,-2%
CN(C)c1ccc(C2CC(c3cccc(NS(C)(=O)=O)c3)=NN2C(=O)c2ccccc2)cc1 (stereo unspecified),5%
Cc1c(Cl)cccc1-n1c(SCC(=O)NCc2ccccc2)nc2n[nH]c(C)c2c1=N,-10%
O=C(Nc1ccccc1C(=O)OCc1cc(=O)n2c3c(sc2n1)CCCC3)c1ccc(F)cc1,-6%
Cc1[nH]n(-c2ccc([N+](=O)[O-])cc2)c(=O)c1C=NCCc1ccc(S(N)(=O)=O)cc1,7%
O=C(NCc1ccco1)C(=O)NCC1OCCN1S(=O)(=O)c1ccc(Cl)cc1 (stereo unspecified),-1%

# Carrying on:
SMILES,aSyn yeast rescue
CC(C)CCNC(=O)Nc1ccc2c(c1)N(C)C(=O)c1ccccc1S2,1%
Cc1ccc(Cl)c(OC(=O)c2nn(C(C)C)c(=O)c3ccccc23)c1,-24%
Cc1ccc(NC(=O)N(Cc2c[nH]c3ccccc23)C2CCCCCC2)cc1C,7%
O=C(CCN1C(=O)C2CCCCC2C1=O)N1CCN(S(=O)(=O)c2c(F)cccc2F)CC1 (stereo unspecified),7%
CC(C)(C)c1ccc(NC(=O)c2cc[n+]([O-])cc2)cc1,0%
COc1ccccc1CN1CCNC(=O)C1CC(=O)NCc1c(C)n[nH]c1C (stereo unspecified),-3%
CC(CCc1ccccc1)NC(=O)C1CCN(C(=O)c2sccc2-n2cccc2)CC1 (stereo unspecified),-1%
Cc1cccc(C(=O)N2CCc3cc(CNC(=O)Cc4ccc(F)cc4)ccc32)c1,3%
Cc1ccc(C2CCN(C(=O)c3cnn(-c4ccc(C)cc4)c3C3CCN(C(=O)OC(C)(C)C)CC3)C2)cc1 (stereo unspecified),30%
Cc1c(C(=O)N2CCOCC2)sc(NC(=O)c2ccccc2F)c1C#N,1%
CSCC[C@@H](C(=O)NCc1cccs1)N1Cc2ccccc2C1=O,5%
CCOC(=O)c1c(C)c(C(=O)NCc2ccc(Cl)cc2)c(C)n1CC,-18%
O=C(NCc1ccc(F)cc1)c1ccc(CNc2c(N3CCOCC3)c(=O)c2=O)cc1,-4%

# Screening results deposited in PubChem by National Center for Advancing Translational Sciences (NCATS).

# Not all compounds are listed. The share of hits here may be higher or lower than overall.
